Source: PubChem BioAssay (several laboratories)
5HT1E antag = antagonists of human 5-HT1E serotonin receptor. P28566. CHO 5-HT1E Ga15 NFAT-bla reporter, FRET, antagonist. inhibition, % at 6 µM. actives 0.99% (n = 65,000);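 active means inhibition above a set limit, the mean inhibition across every tested compound plus 3 SD, cut at about 29% in these data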;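 further: signal is the 460 over 535 nm emission ratio of beta-lactamase substrate; 0% = agonist plus DMSO wells and 100% = wells without agonist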
Target sequence (P28566 whole entry, looked up): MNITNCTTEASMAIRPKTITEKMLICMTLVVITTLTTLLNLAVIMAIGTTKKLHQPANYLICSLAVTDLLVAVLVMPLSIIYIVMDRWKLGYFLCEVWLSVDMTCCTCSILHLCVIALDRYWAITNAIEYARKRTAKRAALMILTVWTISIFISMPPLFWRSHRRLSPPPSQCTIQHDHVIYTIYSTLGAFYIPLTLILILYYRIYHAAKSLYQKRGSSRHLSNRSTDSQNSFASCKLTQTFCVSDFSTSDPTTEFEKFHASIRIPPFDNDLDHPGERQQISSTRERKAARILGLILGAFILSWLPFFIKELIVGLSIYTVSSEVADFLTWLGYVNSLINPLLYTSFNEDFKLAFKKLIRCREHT
S1P1 ag pot = S1P1 (human) agonism or agonism potentiation | P21453 | S1P1 CRE-bla cells, forskolin, beta-lactamase FRET, potentiator mode; S1P1 agonist co-added at EC20, 2 nM; 100% = saturating reference agonist, 0% = basal | activation, % at 9.5 µM | actives 0.57% (n = 56,000) | AID 449;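 active means activation above a cutoff set at the mean activation of all tested compounds plus 3 SD, cut at about 54% in these data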;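 further: forskolin at 4 µM as EC80 and the EC20 agonist is SEW2871; 100% = SEW2871 at its EC100 plus forskolin at EC80; some compounds past the cut are filed as inactive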
MMP-13 inhibitor = blocks human MMP13 activity; P45452; inhibition, % at 4 µM; MMP-13 fTHP FRET cleavage, Mca fluorescence; actives 0.07% (n = 65,000); AID 570;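 active means inhibition above the mean of compound-free control plate wells plus 3 SD, cut at about 14% in these data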;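 further: 0% = DMSO wells and 100% = wells with reference MMP-13 inhibitor after basal subtraction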
Abs 340nm = compounds absorbing at 340 nm | compound absorbance at 340 nm, fold over control | AID 708 | fold change at 10 µM | 65,000 tested, under 10 active;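 active means at 10 µM dose, initial 340 nm absorbance at least 2 fold that of control wells; inactive means change under 2 fold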;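 further: initial absorbance extrapolated from kinetic A340 decline of NADH oxidation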
Autofluor 339 = intrinsic fluorescence of library compounds, ex339/em460 – biochemical, MLSMR library, data from DPM-DC assay, artefact control, profiling panel | compound autofluorescence, ex339/em460 nm, NADH buffer; stronger effect = higher value; 1 = no-compound wells, NADH background | fluorescence fold increase at 10 µM | actives 5.5% (n = 65,000) | AID 709;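 active means at 10 µM, mean starting fluorescence two-fold or more over control wells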;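 further: signal is the first read of a kinetic run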
5HT1E ag = agonists of human 5-HT1E serotonin receptor; activation, % at 6 µM; AID 574; P28566; actives 0.69% (n = 65,000); CHO 5-HT1E Ga15 NFAT-bla reporter, FRET; 0% DMSO wells, 100% control agonist wells;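 active means activation above a set limit, the screen-wide mean activation plus 3 SD, cut at about 8.5% in these data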;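 further: 100% = positive control agonist at 1 µM giving full maximal response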
S1P3 ag = S1P3 (human) receptor agonism. Q99500. S1P3 NFAT-BLA reporter cells, FRET ratio; relative to 1 µM S1P, basal subtracted. activation, % at 4.5 µM. actives 0.1% (n = 60,000). AID 373;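 active means activation above the screen-wide mean plus 3 SD, cut at about 4.5% in these data, passing the limit was not always enough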; further: some compounds called inactive have numbers as strong as hits
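Assay system: stable CHO line with human S1P3, Gα16, NFAT-BLA reporter; Detection: FRET β-lactamase substrate fluorescence, excitation 405 nm, 460/535 nm emission ratio, background-subtracted; Read-out: percent activation versus median 1 µM S1P response, basal-subtracted, per plate; Incubation: cells plated overnight, compound 4 h 37 °C, substrate 2 h RT.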
5-HT1A blocker = 5-HT1a (human) receptor antagonism. inhibition, % at 10 µM. actives 0.68% (n = 62,000). CHO 5-HT1a Ga15 NFAT-bla reporter, antagonist mode. P08908;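 active means inhibition above the mean of all tested compounds plus 3 SD, cut at about 43% in these data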;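 further: receptor stimulated by 5-CT agonist at 100 nM near EC80; beta-lactamase reporter measured by ratiometric fluorescence of a cleavable substrate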
Target sequence (P08908 whole entry, looked up): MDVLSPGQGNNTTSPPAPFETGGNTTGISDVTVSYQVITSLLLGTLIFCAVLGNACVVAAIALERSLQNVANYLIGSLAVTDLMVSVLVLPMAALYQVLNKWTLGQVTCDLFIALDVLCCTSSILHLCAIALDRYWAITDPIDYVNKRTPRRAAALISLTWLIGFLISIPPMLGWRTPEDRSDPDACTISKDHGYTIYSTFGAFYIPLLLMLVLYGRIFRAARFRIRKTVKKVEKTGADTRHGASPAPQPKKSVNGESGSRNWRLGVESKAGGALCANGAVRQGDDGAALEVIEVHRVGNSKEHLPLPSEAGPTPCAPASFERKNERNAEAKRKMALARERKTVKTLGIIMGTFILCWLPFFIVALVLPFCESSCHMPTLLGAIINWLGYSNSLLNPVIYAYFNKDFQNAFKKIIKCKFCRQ
Her2 expr inh = Her2 kinase expression inhibition; actives 0.69% (n = 65,000); AID 645; HER2 level % of control, % at 10 µM; SKBR-3 HER2 protein level, AlphaScreen, 18-24 h; stronger effect = lower value; P04626;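 active means HER2 level under 5% of the carrier-only control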;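 further: 100% = DMSO carrier and 0% = 500 nM PU-H71 HSP90 inhibitor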
* = called active by the depositor; . = not tested or not shown.

| compound | 5HT1E antag | S1P1 ag pot | MMP-13 inhibitor | Abs 340nm | Autofluor 339 | 5HT1E ag | S1P3 ag | 5-HT1A blocker | Her2 expr inh |
| --- | --- | --- | --- | --- | --- | --- | --- | --- | --- |
| CCOC(=O)c1ccc(NC(=O)CC2C(=O)N(c3ccc(F)cc3)C(=O)N2CCCOC)cc1 (configuration not stated) | -1 | . | 2 | 0.96 | 1.1 | -0.8 | . | 4 | 121 |
| NC(=O)C1CCCN(C(=O)NC2CCCCC2)C1 (configuration not stated) | -2 | . | 1 | 1.1 | 1.1 | -0.6 | . | 1 | 138 |
| CCOC(=O)N1CCN(S(=O)(=O)c2ccc(OC)c(Cl)c2)CC1 | -1 | 8 | 2 | 1 | 1.1 | 0.0 | -1.0 | 1 | 57 |
| CCOC(=O)N1CCN(c2nc(C)c3c(n2)CCCC3=O)CC1 | 6 | -2 | 3 | 1.1 | 1.1 | -0.7 | -0.8 | 3 | 104 |
| COc1ccc(S(=O)(=O)N(Cc2ccc(OC)c(OC)c2)Cc2ccco2)cc1 | 9 | 44 | 0 | 1 | 1.1 | -1.4 | -1.0 | 14 | 95 |
| Cc1ccc2cc(CN(Cc3ccco3)C(=O)c3ccccc3)c(=O)[nH]c2c1C | 4 | -14 | -8 | 1.1 | 1.7 | -0.2 | -0.9 | 6 | 103 |
| COc1ccc(N(Cc2cc3ccc(C)cc3[nH]c2=O)C(=O)c2ccco2)cc1 | -13 | -6 | -9 | 1.1 | 1.2 | 1.3 | -1.1 | -16 | 84 |
| CCOC(=O)c1cccc(NC(=O)C2CCCN(S(=O)(=O)c3c(C)nn(C)c3C)C2)c1 (configuration not stated) | 5 | 4 | 6 | 1 | 1.1 | -0.2 | -1.3 | 3 | 81 |
| Cc1cc(Cl)ccc1OCCCC(=O)NC1CCN(C)CC1 | -6 | 15 | -7 | 0.99 | 1.1 | 0.6 | -0.2 | -11 | 96 |
| c1ccc(COc2ccc(CNn3cnnc3)cc2)cc1 | 0 | 21 | 6 | 1 | 1 | -1.1 | -2.2 | 5 | 96 |
| O=C(O)CCc1ccc(-c2ccccc2)n1Cc1ccco1 | -9 | . | -3 | 1 | 1.3 | 0.6 | . | 14 | 113 |
| CCOc1cc(NC(=O)c2ccco2)c(OCC)cc1NC(=O)COc1ccccc1C | -1 | -13 | 4 | 1 | 2 | -0.1 | -0.4 | -2 | 110 |
| COc1ccc(CCNC(=O)C2(C)CCC(=O)N2CCC(C)C)cc1OC (configuration not stated) | 0 | -6 | -2 | 1 | 1.1 | 1.2 | -1.1 | -8 | 91 |
| Cc1c(Br)cc(C(=O)NCc2ccco2)c(C)c1C | 13 | 29 | -1 | 0.99 | 1 | -0.5 | -0.2 | 12 | 105 |
| Cc1nnc(SCC(=O)c2c(N)n(C)c(=O)n(C)c2=O)[nH]c1=O | -10 | -8 | -1 | 1 | 1.1 | -0.4 | -1.1 | -14 | 105 |
| Cc1cccc(NC(=O)N(Cc2nc3ccccc3c(=O)[nH]2)C2CCCC2)c1 | 5 | 25 | 2 | 0.99 | 1.1 | -1.0 | -0.4 | 8 | 100 |
| CC(=O)NC(CCS(C)(=O)=O)C(=O)Nc1ccccc1C (configuration not stated) | -10 | -36 | 1 | 1 | 0.92 | 0.2 | 2.3 | -1 | 75 |
| COc1ccc(Nc2ncccc2C(=O)Nc2ccccc2)cc1 | 8 | 21 | 1 | 1 | 1 | -0.3 | 0.4 | 20 | 113 |
| CCCCOc1nc2ccccc2nc1C(C#N)S(=O)(=O)c1ccccc1 (configuration not stated) | -3 | 19 | 1 | 1.1 | 1.1 | 0.1 | 0.0 | 5 | 52 |
| O=C(c1ccc(S(=O)(=O)N2CCC(c3nc4ccccc4s3)CC2)cc1)N1CCOCC1 | -4 | 16 | -2 | 0.99 | 1 | 0.5 | -0.9 | 0 | 82 |
| O=C1C2CCCN2C(c2ccccc2F)N1c1ccc(Cl)cc1 (configuration not stated) | -3 | 8 | 2 | 1 | 1.2 | -0.7 | -0.1 | 0 | 88 |
| O=C(NCCCNCc1ccccc1)c1ccncc1 | -15 | -15 | -8 | 1 | 0.93 | -0.7 | 0.4 | -15 | 87 |
| O=C(COc1cccc(NC(=O)c2ccco2)c1)c1ccc(F)cc1 | 6 | . | 6 | 1.1 | 1.1 | 0.5 | -0.6 | -63 | 112 |
| NC(=O)C1(N2CCCCC2)CCN(Cc2ccccc2Cl)CC1 | -9 | -1 | 6 | 0.97 | 1 | -0.3 | -1.8 | -1 | 69 |
| OC(CN1C2=NCCCN2c2ccccc21)c1ccc(Cl)cc1 (configuration not stated) | -2 | -20 | 0 | 1 | 1 | 0.1 | 1.0 | 11 | 105 |

Further structures.
| compound | 5HT1E antag | S1P1 ag pot | MMP-13 inhibitor | Abs 340nm | Autofluor 339 | 5HT1E ag | S1P3 ag | 5-HT1A blocker | Her2 expr inh |
| --- | --- | --- | --- | --- | --- | --- | --- | --- | --- |
| COc1ccc(OC)c(S(=O)(=O)NC2CCN(Cc3ccccc3)CC2)c1 | 1 | 12 | 3 | 1.1 | 1.1 | -1.5 | -1.5 | -3 | 94 |
| O=C(Nc1nnc(C2CC2)s1)c1cccc(S(=O)(=O)N2CCc3ccccc32)c1 | 5 | -12 | -22 | 1 | 1 | 0.4 | 0.2 | 9 | 171 |
| CNC(=O)N(c1ccccc1)c1ccccc1 | 1 | -10 | -9 | 0.97 | 1.1 | 0.0 | -0.7 | 0 | 83 |
| Cc1ccsc1C1C2=C(CCCC2=O)Nc2ncnn21 (configuration not stated) | 2 | . | -3 | 1 | 1.1 | -0.3 | . | -14 | 98 |
| CCCOc1ccc(C2c3c(oc4ccccc4c3=O)C(=O)N2CCCN2CCOCC2)cc1 (configuration not stated) | 3 | -1 | -6 | 1 | 1.1 | 1.3 | 0.8 | -14 | 92 |
| CS(=O)(=O)N1CCC(C(=O)Nc2c(F)cccc2F)CC1 | -7 | -16 | 1 | 0.98 | 1.1 | -1.0 | 0.6 | -2 | 93 |
| COc1ccc(OC)c(NC(=O)CN(c2ccc(OC)c(Cl)c2)S(C)(=O)=O)c1 | 20 | -7 | 3 | 0.97 | 1 | -0.6 | 0.3 | -7 | 95 |
| COC(=O)c1c(N)c(C#N)c2n1CCCCC2 | 4 | -14 | 5 | 1 | 1.1 | 0.1 | -1.1 | -9 | 82 |
| O=C(Oc1ccc(N2C(=O)CCC2=O)cc1)c1ccco1 | 13 | -5 | 2 | 1 | 1.1 | -0.6 | 0.4 | 2 | 76 |
| Nc1nc2nc(SCC(=O)N3CCCc4ccccc43)[nH]c2c(=O)[nH]1 | -5 | -8 | -9 | 1 | 1.1 | -1.4 | 0.1 | -5 | 88 |
| Cc1ccc(-c2noc(CCC(=O)NCc3ccc4c(c3)OCO4)n2)cc1 | 5 | -19 | 1 | 1 | 1.1 | -0.8 | 0.2 | 7 | 108 |
| O=C(CN(CCc1ccccc1)C(=O)CNS(=O)(=O)c1ccc(F)cc1)NCc1ccco1 | -4 | -8 | 2 | 1 | 1.2 | -1.6 | -1.1 | 9 | 147 |
| O=C(Nc1ccccc1)c1cccc(N2CCCC2=O)c1 | -1 | -5 | 2 | 0.97 | 1 | 0.9 | -0.7 | -15 | 100 |
| CCCCn1c(SCC(=O)Nc2ccc3c(c2)OCO3)nc2c1c(=O)n(C)c(=O)n2C | 2 | -16 | -1 | 0.99 | 1 | 0.3 | 0.2 | -7 | 77 |
| CC(C)C(NC(=O)C12CC3CC(CC(C3)C1)C2)C(=O)NC1=NCCS1 (configuration not stated) | -15 | -17 | 0 | 1 | 1.1 | -1.1 | -1.3 | 2 | 87 |
| COc1cc(CN2CCN(S(=O)(=O)c3ccc(NC(C)=O)cc3)CC2)cc(OC)c1O | 12 | -10 | 0 | 1 | 1.1 | -0.6 | -1.7 | 8 | 106 |
| COc1ccccc1NC(=O)C1=C(C)Nc2nnnn2C1c1cccc(Br)c1 (configuration not stated) | -7 | -24 | 2 | 0.99 | 1.1 | -0.2 | -0.5 | 6 | 80 |
| O=C(CN1C(=O)c2ccccc2C1=O)Nc1nnc(C2CCCO2)s1 (configuration not stated) | 4 | -16 | 3 | 1 | 1.1 | 0.1 | -1.0 | 8 | 89 |
| O=C(N1CCOCC1)N1CCN(c2ccccc2F)CC1 | -3 | -18 | -10 | 1.1 | 1.1 | -0.1 | -1.4 | -5 | 115 |
| Cc1ccc2cc(C(c3nnnn3CC3CCCO3)N3CCCC4(CCCCC4)C3)c(=O)[nH]c2c1 (configuration not stated) | 2 | 1 | -2 | 1 | 1.3 | -0.4 | -1.3 | -11 | 74 |
| Cc1nn(C)c(C)c1S(=O)(=O)N1CCC(C(=O)Nc2ccc3c(c2)OCCO3)CC1 | 6 | -13 | 5 | 1 | 1.1 | 1.2 | -1.3 | 7 | 90 |
| O=C(NCc1ccccn1)c1cccs1 | 2 | -18 | 7 | 1 | 1 | -0.9 | -1.9 | -1 | 103 |
| Cc1ccc(O)c(-c2cc(-c3ccccc3C)[nH]n2)c1 | -1 | . | 3 | 0.99 | 1 | 1.6 | 0.0 | 44* | 7 |
| CN(C)CC(O)COc1cccc(OCC(O)CN(C)C)c1 (configuration not stated) | -5 | 2 | -1 | 1 | 1.1 | -0.3 | -1.1 | . | 131 |
| Cc1cc(N=CC2=C(O)CCCC2=O)no1 | 14 | 3 | -10 | 1.1 | 1.1 | -1.2 | 0.1 | 13 | 92 |
| Cn1c(N)c(C(=O)COC(=O)Cn2cc(C(F)(F)F)ccc2=O)c(=O)n(C)c1=O | 5 | 13 | 2 | 1 | 1.1 | 0.1 | 0.9 | -8 | 114 |
| CCOC(=O)c1c(C)n(O)c2ccc(Cl)cc2c1=O | 5 | -2 | -6 | 1.1 | 1.5 | -0.5 | -1.8 | 6 | 87 |

Shown as a hit in 5-HT1A blocker, among the entries above:
| compound | 5HT1E antag | S1P1 ag pot | MMP-13 inhibitor | Abs 340nm | Autofluor 339 | 5HT1E ag | S1P3 ag | 5-HT1A blocker | Her2 expr inh |
| --- | --- | --- | --- | --- | --- | --- | --- | --- | --- |
| Cc1ccc(O)c(-c2cc(-c3ccccc3C)[nH]n2)c1 | -1 | . | 3 | 0.99 | 1 | 1.6 | 0.0 | 44* | 7 |

Random excerpt: three compounds from above.
| compound | 5HT1E antag | S1P1 ag pot | MMP-13 inhibitor | Abs 340nm | Autofluor 339 | 5HT1E ag | S1P3 ag | 5-HT1A blocker | Her2 expr inh |
| --- | --- | --- | --- | --- | --- | --- | --- | --- | --- |
| O=C(CN(CCc1ccccc1)C(=O)CNS(=O)(=O)c1ccc(F)cc1)NCc1ccco1 | -4 | -8 | 2 | 1 | 1.2 | -1.6 | -1.1 | 9 | 147 |
| COc1ccccc1NC(=O)C1=C(C)Nc2nnnn2C1c1cccc(Br)c1 (configuration not stated) | -7 | -24 | 2 | 0.99 | 1.1 | -0.2 | -0.5 | 6 | 80 |
| CC(C)C(NC(=O)C12CC3CC(CC(C3)C1)C2)C(=O)NC1=NCCS1 (configuration not stated) | -15 | -17 | 0 | 1 | 1.1 | -1.1 | -1.3 | 2 | 87 |

Outcome played no part in choosing rows. About 8.5% of those tested had a hit in this group.
